CYP2C9 inhib = human CYP2C9 inhibition. P11712. CYP2C9 Supersomes, luciferin-H conversion, luminescence. inhibition, % at 5 µM. 96,000 tested, 20% active. AID 777;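 active means blocking of liver enzyme CYP2C9 beyond about 50% at 5 µM, limit read from the data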; further: values of inactives mirror those of a sister screen read the other way
Target sequence (P11712 whole entry, looked up): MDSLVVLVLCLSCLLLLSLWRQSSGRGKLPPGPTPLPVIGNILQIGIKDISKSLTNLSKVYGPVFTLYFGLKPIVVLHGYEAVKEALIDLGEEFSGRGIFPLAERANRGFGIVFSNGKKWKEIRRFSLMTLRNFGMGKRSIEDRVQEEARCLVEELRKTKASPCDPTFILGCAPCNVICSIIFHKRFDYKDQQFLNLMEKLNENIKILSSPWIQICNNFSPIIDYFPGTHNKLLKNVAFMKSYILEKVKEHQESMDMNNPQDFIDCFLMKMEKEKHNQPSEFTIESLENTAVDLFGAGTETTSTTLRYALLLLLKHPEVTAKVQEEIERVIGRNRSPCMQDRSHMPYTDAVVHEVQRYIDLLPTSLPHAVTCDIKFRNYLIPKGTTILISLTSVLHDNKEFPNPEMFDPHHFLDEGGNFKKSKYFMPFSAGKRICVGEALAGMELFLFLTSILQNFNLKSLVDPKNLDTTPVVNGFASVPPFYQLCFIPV
PTPN22 act = increases human PTPN22 phosphatase activity; recombinant LYP, DiFMUP fluorescence; 0 = plate median, 100 = signal doubled; activation, % at 2 µM; 96,000 tested, 0.11% active; Q9Y2R2;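 active means activation at 2 µM above a set limit, the mean plus 5 SD, cut at about 37% in these data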
PostGolgi yeast = growth inhibition of a yeast mutant, post-Golgi transport screen | post-Golgi transport phenotypic cell assay | inhibition, % at 10 µM | 98,000 tested, 0.9% active | AID 739;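 further: yeast cells grown in 1536-well plates; yeast grown about 18 h at 30C before absorbance read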
PTPN22 inh 2 = LYP (human) phosphatase inhibition; inhibition, % at 2 µM; recombinant LYP catalytic domain, DiFMUP fluorescence; AID 640; Q9Y2R2; 96,000 tested, 0.21% active;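 active means inhibition at 2 µM at or above a set limit, the screen mean plus 3 SD, cut at about 24% in these data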;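 further: 0% = DMSO with enzyme and 100% = enzyme fully blocked by orthovanadate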
CYP2C9 activ = activators of human CYP2C9 | P11712 | recombinant CYP2C9, luciferin-H conversion, luminescence; hits give high values; factor 1 = untreated enzyme, 0 = blocked | activation factor at 5 µM | 96,000 tested, 1.4% active;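 active means activation factor of 2 or more for CYP2C9 at a 5 µM dose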;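 further: 0 = sulfaphenazole-blocked wells and 1 = vehicle-only wells; values of inactives mirror those of a sister screen read the other way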
E coli WT exp = growth inhibitors of E. coli BW25113 wild type. AID 710. growth inhibition, % at 100 µM. 98,000 tested, 0.15% active. OD600 absorbance;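 active means growth inhibition above about 50% at one test dose, limit read from the data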;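 further: growth measured after 20 h incubation at 37 °C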
PTK2B oligo ant = blocks oligomerization of human Pyk2 in cells. Q293 cells, Pyk2 FERM NanoBiT luminescence; hits give low values. z-score (the deposit names both 25 µM and 10 µM). 99,000 tested, 0.83% active;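 active means Z-score of -3 or lower, scaled per plate to the spread of control and sample wells; inactive means z-score above -3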;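 further: negative z-score means lost luminescence so less FERM oligomerization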
hDAT+cocaine = changed human dopamine transporter uptake under cocaine IC80; Q01959; LLC-PK1 hDAT cells, [14C]-dopamine uptake with cocaine IC80; actives deviate in either direction; B-score at 10 µM; 110,000 tested, 1.3% active; AID 449768;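 active means Z score or B-score, a plate-position-corrected score, falls beyond the plate's 99.7% confidence bounds, in either direction; inactive means both scores lie inside the 99.7% bounds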;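 further: scored against the spread of the other compound wells on the same plate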
Target sequence (Q01959 whole entry, looked up): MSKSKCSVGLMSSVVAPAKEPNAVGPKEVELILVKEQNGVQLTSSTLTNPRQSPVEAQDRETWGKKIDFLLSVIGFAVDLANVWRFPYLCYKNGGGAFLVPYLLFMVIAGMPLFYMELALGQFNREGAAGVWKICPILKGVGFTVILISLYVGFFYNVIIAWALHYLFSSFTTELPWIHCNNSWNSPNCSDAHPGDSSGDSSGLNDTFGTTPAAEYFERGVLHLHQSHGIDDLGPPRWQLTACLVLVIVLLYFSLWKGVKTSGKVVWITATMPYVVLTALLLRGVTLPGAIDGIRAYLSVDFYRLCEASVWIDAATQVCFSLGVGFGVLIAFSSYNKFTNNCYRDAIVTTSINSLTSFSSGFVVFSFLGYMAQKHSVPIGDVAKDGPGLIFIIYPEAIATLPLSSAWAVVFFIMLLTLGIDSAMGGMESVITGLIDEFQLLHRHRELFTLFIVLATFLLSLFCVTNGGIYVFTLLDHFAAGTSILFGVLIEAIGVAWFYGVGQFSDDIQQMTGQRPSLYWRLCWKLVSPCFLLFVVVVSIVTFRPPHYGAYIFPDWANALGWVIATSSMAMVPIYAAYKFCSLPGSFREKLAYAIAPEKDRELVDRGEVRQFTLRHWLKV
PostGolgi ctrl = growth of the yeast control strain, post-Golgi counter-screen. efflux-deficient yeast background strain, growth absorbance A615, 16 h. inhibition, % at 10 µM. 98,000 tested, 5% active. AID 738
* marks the source's active call; other numbers are inactive results; / = not tested or not shown. Unless noted, no stated cut-off is given here; in the data, active means inhibition above about 30%; inactive means the rest.

SMILES	CYP2C9 inhib	PTPN22 act	PostGolgi yeast	PTPN22 inh 2	CYP2C9 activ	E coli WT exp	PTK2B oligo ant	hDAT+cocaine	PostGolgi ctrl
CCCC(=O)c1ccc(N2CCCCCC2)c(F)c1	20	5	-1	-6	0.8	-8	0.49	0.017	2
CC(Oc1ccc(Cl)cc1Cl)C(=O)NCCCn1ccnc1 (centres undefined)	99*	-3	-1	0	0	14	0.84	0.18	3
O=C1C=C(c2ccccc2)C[C@H](c2cccs2)[C@H]1n1cnc([N+](=O)[O-])c1	/	-3	2	2	/	3	-0.27	1.7	6
COc1cccc2cc(C(=O)NCC3CCCO3)c(=O)oc12 (centres undefined)	-66	-3	-5	-2	1.7	2	0.58	/	0
Cc1cc([N+](=O)[O-])nn1Cc1c(F)c(F)c(F)c(F)c1F	27	-4	-2	8	0.7	3	0.37	0.33	9
CC(=O)Nc1ccc(-n2nnnc2SCC(=O)N2CCN(C(=O)c3ccco3)CC2)cc1	10	-6	3	9	0.9	7	-0.61	0.31	-6
O=C(OCC(=O)N1CCN(C(=O)c2ccco2)CC1)C1=COCCO1	-10	/	8	/	1.1	1	0.18	-0.46	22
Cc1ccc2oc(=O)c3cnn(CC(=O)N4CCN(c5ccccn5)CC4)c3c2c1	20	0	-10	0	0.8	-4	/	0.64	-3
COc1ccccc1NC(=O)c1[nH]c(C)c(C(C)=O)c1C	79*	2	-15	-3	0.2	-3	0.45	-1.4	21
CC(C)CC(=O)OCc1cn(-c2ccccc2)nn1	5	-6	-3	5	0.9	13	0.19	-0.96	7
CC(C)c1nc2sc3c(NCc4ccco4)ncnc3c2c2c1COC(C)(C)C2	10	-7	0	4	0.9	3	-2	1.4	-2
Cc1ccsc1/C=N/NC(=O)CSCc1ccc(Cl)cc1	22	2	-8	1	0.8	2	-0.62	-0.02	15
Clc1ccc(Cn2ncc3c(NCc4cccnc4)ncnc32)cc1	50	2	12	-8	0.5	2	-1.9	0.24	4
CCOC(=O)c1ccc(N2C(=O)c3n[nH]c(C)c3C2c2cccnc2)cc1 (centres undefined)	68*	3	0	-4	0.3	0	-3.8*	1.5	7
CC(C)(C)CC(=O)NC(=S)N1CCCCCC1	0	-4	1	8	1	-1	1.6	-0.0086	9
Cc1ccc(N/C=C(\C#N)c2ccc(OCCCF)cc2)cc1	23	-3	-6	2	0.8	3	0.16	0.54	-3
O=c1[nH]c2cc3c(cc2cc1C(c1nnnn1CC1CCCO1)N1CCCC1)OCO3 (centres undefined)	-10	-6	-7	5	1.1	0	-0.69	0.46	10
CN(C)Cc1cc(CCNC(=O)c2ccc(Cl)cc2)ccc1O	-6	12	11	-15	1.1	11	0.96	-0.61	-1
CN(C)CCNC(=O)Cn1nc(C(F)F)cc1C1CC1	-1	2	-3	-1	1	3	-0.12	0.082	32*
CCOc1ccc(Cl)cc1S(=O)(=O)N1CCN(c2ccc(C)c(C)c2)CC1	60*	1	-10	1	0.4	-9	-2.9	0.072	13
CCOC(=O)c1c(C)[nH]c(C)c1C(=O)CSc1nnc(-c2cc(OC)c(OC)c(OC)c2)o1	26	2	5	-5	0.7	-4	-0.43	-0.1	-2
COc1cc(C(=O)Nc2ccc(NC(=O)c3ccco3)nc2)cc(OC)c1OC	20	-1	8	0	0.8	-1	-0.99	-0.31	6
Cc1cc(C)c(COCc2cc(/C=N/O)c(C)cc2C)cc1/C=N/O	8	1	12	1	0.9	6	-2.3	0.59	28
O=C(NC1CCCCC1)c1cccnc1C(=O)O	-2	3	3	-2	1	-3	1	-0.53	-3
CCOC(=O)Cn1c(=O)c2c(nc(Br)n2Cc2ccccc2)n(C)c1=O	19	-1	/	-2	0.8	/	/	/	/
Cc1ccccc1CN(c1ccc(C(=O)NCCC2=CCCCC2)cc1)S(C)(=O)=O	13	18	-6	-21	0.9	3	-1	-0.64	-2
CC1CCCCC1NC(=O)c1ccc(N2CCCC2=O)cc1 (centres undefined)	1	-10	-17	7	1	2	0.41	0.75	33*
CC1=C(C(=O)OCc2ccccc2)C(c2ccc(N(C)C)cc2)NC(=O)N1 (centres undefined)	/	1	/	-7	/	/	-0.19	0.014	/
CCOc1ccccc1-n1c(SCC(=O)NC)nnc1-c1ccco1	10	6	5	-8	0.9	0	-0.16	0.05	0
O=C(NCCCNCc1ccccc1)/C(=N\O)c1ccccc1	5	3	1	-4	1	-1	-0.13	0.43	3
CCc1nn(CC(=O)NCCCN2CCc3ccccc3C2)c(=O)c2cc3sccc3n12	-8	7	-4	-9	1.1	0	/	0.094	8
CC(C)N(CCNC(=O)c1cn(C)c2ccc(S(=O)(=O)N(C)C)cc2c1=O)Cc1ccccc1	51*	/	-4	/	0.5	5	/	1.3	8
O=C(Oc1cccc(-n2cnnn2)c1)c1sc2ccccc2c1Cl	-4	0	4	-4	1	-1	0.99	0.39	11
Cc1nc2sc(C(c3ccco3)N3CCC(Cc4ccccc4)CC3)c(O)n2n1 (centres undefined)	/	/	-2	/	/	14	/	0.76	13
CC(=O)C1C(c2ccccc2)c2c(n[nH]c2C)CC1(C)O (centres undefined)	/	7	/	-6	/	/	1.5	-0.18	/
C=C(C)CSc1nc2c(cc1C#N)CCC2	45	-1	-2	-1	0.6	1	0.08	-1.5	0
COc1ccc(N=C(C)C2=C(O)CSC2=O)cc1	24	3	18	-1	0.8	3	0.99	-0.17	13
COc1ccc(C(C(=O)NC2CCCCC2)N(C(=O)c2sc(C)nc2C)c2ccc(C(C)=O)cc2)cc1 (centres undefined)	5	-7	-3	10	0.9	-5	1.7	-0.0079	-9
COc1cccc(-c2nc(=S)c3c(n2Cc2ccco2)CCCC3)c1	21	-10	-10	7	0.8	-5	-1.3	0.19	26
O=C(NNC(=O)c1cc(O)c(O)c(O)c1)NC1CCCCC1	-8	0	-4	3	1.1	7	2	-0.036	8
COc1ccc(NC(=O)C2CCCN(S(=O)(=O)c3ccc4c(c3)oc(=O)n4C)C2)c(OC)c1 (centres undefined)	38	-1	-6	0	0.6	5	/	1	14
CCOCCn1c(CCCO)nc2ccccc21	-7	7	18	-8	1.1	0	-0.55	-0.64	7
O=C(NC(Cc1ccccc1)c1ccc2c(c1)OCCCO2)c1ccc(F)cc1 (centres undefined)	90*	2	0	-1	0.1	-12	-1.7	0.17	16
CC1CCN(c2nnc(N)s2)CC1	/	6	0	-8	/	9	0.74	-0.47	2
CC(CCc1ccccc1)NC(=O)C1CCN(S(=O)(=O)c2cnc[nH]2)CC1 (centres undefined)	93*	-8	-1	9	0.1	-10	0	-1.8	15
C/C(=N\NC(=O)c1ccccc1C)c1ccc(NC(=O)c2cccs2)cc1	16	11	-6	-8	0.8	-6	0.77	/	-4
CC1(C(=O)NCc2cccnc2)CCC(=O)N1CCc1ccccc1 (centres undefined)	/	-1	4	-1	/	-1	/	-1.1	9
O=C(CCCn1c(=O)[nH]c2cc(Cl)ccc2c1=O)NCCC1=CCCCC1	-4	-1	7	5	1	-5	0.32	0.44	6
O=C(Nc1ccccc1C(F)(F)F)Nc1cccc2ccccc12	-4	5	3	-3	1	-2	-1.4	0.57	12
O=C(C1CCN(S(=O)(=O)c2ccc(-n3cnnn3)cc2)CC1)N1CCN(c2ccccc2)CC1	11	-9	-8	13	0.9	6	1.9	-0.72	4
CC1(C)CC(C)(c2ccc(O)cc2O)N(c2ccc3ccccc3c2)C(=S)N1 (centres undefined)	/	-6	/	8	/	/	-0.13	0.6	/
CCNc1nc(NCC)nc(N/N=C/c2ccc([N+](=O)[O-])o2)n1	-16	-3	4	3	1.2	8	1.1	1.1	8
CCOC(=O)c1cccc(NC(=O)C2CCC(CNc3c(N4CCOCC4)c(=O)c3=O)CC2)c1 (centres undefined)	40	-4	-7	2	0.6	0	/	0.24	6
COc1ccc(OCC(=O)NCCCN2CCOCC2)cc1	/	0	/	-4	/	/	-1	-0.31	/
CC(=O)NCCN=Cc1sc2ccccc2c1O	20	2	1	-3	0.8	-4	-0.46	-0.017	1
CC(=O)N1CCN=C1SCc1c(F)cccc1Cl	-11	29	3	-31	1.1	6	/	-0.81	32*
CC(C(=O)OCc1nnc(-c2ccccc2)o1)N1C(=O)c2ccccc2C1=O (centres undefined)	56*	/	0	/	0.4	-5	0.89	0.065	-12
CCn1c(=NC(=O)CSC(C)=O)sc2ccccc21	16	3	-12	-6	0.8	7	1.7	-1.7	-3
Cc1ccc(S(=O)(=O)N2CCC(C(=O)NCc3ccncc3)CC2)cc1	99*	-17	-13	19	0	5	0.41	-0.36	8
COCCn1c(SCC(=O)Nc2nnc(C)s2)nnc1-c1c[nH]c2ccccc12	51*	-3	1	0	0.5	6	-0.31	-0.41	6

A stretch from further up:
SMILES	CYP2C9 inhib	PTPN22 act	PostGolgi yeast	PTPN22 inh 2	CYP2C9 activ	E coli WT exp	PTK2B oligo ant	hDAT+cocaine	PostGolgi ctrl
CCCC(=O)c1ccc(N2CCCCCC2)c(F)c1	20	5	-1	-6	0.8	-8	0.49	0.017	2
CC(Oc1ccc(Cl)cc1Cl)C(=O)NCCCn1ccnc1 (centres undefined)	99*	-3	-1	0	0	14	0.84	0.18	3
O=C1C=C(c2ccccc2)C[C@H](c2cccs2)[C@H]1n1cnc([N+](=O)[O-])c1	/	-3	2	2	/	3	-0.27	1.7	6
COc1cccc2cc(C(=O)NCC3CCCO3)c(=O)oc12 (centres undefined)	-66	-3	-5	-2	1.7	2	0.58	/	0

(further entries)
SMILES	CYP2C9 inhib	PTPN22 act	PostGolgi yeast	PTPN22 inh 2	CYP2C9 activ	E coli WT exp	PTK2B oligo ant	hDAT+cocaine	PostGolgi ctrl
O=S(=O)(Nc1ccccc1N1CCOCC1)c1ccc(Cl)s1	11	/	4	/	0.9	-5	-0.59	1.1	18
CC(=NCc1cccnc1)C1=C(O)c2ccccc2C1=O	26	6	18	-10	0.7	-8	-0.21	1.7	-3
COc1cccc(N2CCN(Cc3nc(N)nc(Nc4ccccc4OC)n3)CC2)c1	14	-2	-11	5	0.9	1	0.61	0.14	-1
c1ccc2c(c1)oc1c(NCCCN3CCOCC3)ncnc12	30	6	0	-8	0.7	4	1.4	-0.3	-6
O=C1CC(N2CCN(Cc3ccc4c(c3)OCO4)CC2)C(=O)N1c1ccccc1 (centres undefined)	8	-10	0	6	0.9	0	0.17	-0.11	40*
COc1cccc(-c2nc(-c3ccc4c(c3)-c3ccccc3S4(=O)=O)c(-c3ccccc3)[nH]2)c1OC	/	-14	/	15	/	/	-0.62	0.2	/
CCOC(=O)C(NC(=O)CC)(Nc1ccc(S(=O)(=O)Nc2ncccn2)cc1)C(F)(F)F (centres undefined)	8	11	-6	-12	0.9	1	0.28	-0.2	5
Cc1ccc(CNC(=O)CCCOc2cc(=O)n(C)c3ccccc23)o1	-26	-1	-7	-1	1.3	-7	1.5	0.53	10
Cc1ccc(C(=O)Nc2nccs2)cc1S(=O)(=O)N1CCCCC1	68*	2	7	-5	0.3	3	-1.8	0.95	28
Cc1nc(S(=O)(=O)NC2CCCCC2)c(C#N)c(C)c1Cl	0	-3	2	4	1	8	-0.05	-0.038	13
O=C(NNC(=S)Nc1ccccc1)C1CC1	-1	17	16	-11	1	1	1.1	-1.1	7
CN(C)c1ccc(-c2nnc(-c3ccc(S(=O)(=O)C(F)F)cc3)o2)cc1	22	-1	-12	-1	0.8	-17	0.46	-0.24	-1
COC(=O)C(O)(CC(=O)Nc1cccc(SC)c1)C(F)(F)F (centres undefined)	11	10	-1	-11	0.9	7	0.27	-0.07	-2
O=C(COC(=O)c1cnccn1)NCCc1ccccc1	6	5	8	-1	0.9	4	0.37	-0.1	-2
CCOC(=O)c1cc2occc2n1CC(=O)NC1CCCCC1C (centres undefined)	/	-9	-7	5	/	-5	0.16	-0.036	7
CCOc1ccc(OCc2ccc(C(=O)Nc3cccc(C)n3)o2)cc1	41	-9	0	10	0.6	-7	0.06	0.051	3
CC(=O)Nc1cc(C(=O)N2CCCC2)ccc1Sc1ccc(Cl)cc1	9	0	13	-1	0.9	7	-1.3	1	3

Screening data from PubChem.
